Compound activity from PubChem.
C diff HTS – inhibitors of Clostridium difficile growth; Clostridium difficile clinical isolate growth, OD600, 24 h; hits give low values; growth activity, negative = inhibition, % at 16 µg/mL (by protocol); 86,000 tested, 0.25% active;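 active = mean growth activity at or below -80% and every replicate also at or below -80%; inconclusive = mean at or below -80% but some replicate above -80%; inactive = mean growth activity above -80%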;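 also: 0% = DMSO wells and -100% = levofloxacin 16 µg/mL wells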
Pf Dd2 inh – blocks growth of Plasmodium falciparum Dd2 parasites; activity change, % at 10 µM; P. falciparum Dd2 growth, SYBR Green, 72 h; hits give low values; 94,000 tested, 2.3% active; in the data active = activity change below about -80%; inconclusive = no clear call, values can overlap the other calls
Tcruzi prolif – inhibitors of T. cruzi proliferation | T. cruzi beta-gal in NIH3T3, GalScreen luminescence, 90 h | inhibition, % at 8.34 µM | 77,000 tested, 5.9% active;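 active = mean inhibition above about 93%, with at least 55% of replicates each passing it, limit read from the data, passing the limit was not always enough; inconclusive = only one of those two conditions holds; inactive = neither condition holds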
GASC1 inh – blocks human GASC-1 (KDM4C) demethylase activity; Q9H3R0; GST-KDM4C 2-372, H3K9me3 peptide, LANCE TR-FRET; inhibition, % at 12.5 µM; 96,000 tested, 0.15% active; AID 720574;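 active = mean replicate inhibition above about 25%, with at least 55% of replicates also reaching it, limit read from the data, passing the limit was not always enough; inconclusive = only one of those two conditions met; inactive = neither condition met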
Target sequence (Q9H3R0 2-372 limits assumed): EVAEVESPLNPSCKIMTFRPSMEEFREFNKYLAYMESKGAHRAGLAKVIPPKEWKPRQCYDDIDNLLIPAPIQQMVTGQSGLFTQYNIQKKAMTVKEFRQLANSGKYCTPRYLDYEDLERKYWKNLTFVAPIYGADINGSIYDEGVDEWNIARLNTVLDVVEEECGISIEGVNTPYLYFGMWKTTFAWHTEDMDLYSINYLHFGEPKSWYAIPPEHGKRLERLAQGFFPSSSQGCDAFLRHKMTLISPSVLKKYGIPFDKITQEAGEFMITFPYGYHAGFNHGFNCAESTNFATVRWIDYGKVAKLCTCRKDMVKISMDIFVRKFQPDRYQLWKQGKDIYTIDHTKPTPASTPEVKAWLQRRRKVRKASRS
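Material: GST-tagged GASC-1 (JMJD2C) catalytic fragment, aa 2-372 / Quantity: enzyme final amount 10 nM / Medium: HEPES buffer, pH 7.5, plus ascorbate / Doses: one test concentration per compound / Incubation: 30 min reaction, 60 min detection, RT / Measured by: LANCE TR-FRET / Read-out: inhibition from TR-FRET ratio decrease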
* marks the source's active call; other numbers are inactive results; u = inconclusive; x = no result given; & = joins results of further samples. Hits appear at their usual frequency; 6.8% or so of the library scored in one or more.

Molecule | GASC1 inh | Pf Dd2 inh | C diff HTS | Tcruzi prolif
C[C@@H]1CCCCO[C@H](CN(C)Cc2ccc(Cl)c(Cl)c2)[C@@H](C)CN([C@H](C)CO)C(=O)c2cc(NC(=O)Cc3ccccc3)ccc2O1 | -0.5 | -28 | 3 | 90
CO[C@H]1CC[C@H]2CCOc3c(C#N)cccc3C(=O)N(C)C[C@H](OC)[C@@H](C)C(=O)N(C)C[C@H]1O2 | 0.4 | x | 0 | 32
O=C(c1cccc(F)c1)N1CC[C@H]2[C@H](CO)Nc3ccc(-c4ccccc4F)cc3[C@H]21 | -1.8 | 38 | 12 | 64
CO[C@@H]1CN(C)C(=O)c2cc(NC(=O)C3CCCCC3)ccc2OC[C@@H](C)N(C(=O)c2ccccc2)C[C@@H]1C | -1.4 | -15 | -4 | -27
C[C@H]1CN([C@@H](C)CO)C(=O)c2cc(-c3cccc(C#N)c3)cnc2O[C@@H]1CN(C)Cc1ccncc1 | -2.7 | 4 | 2 | -3
Cc1ccc(S(=O)(=O)N(C)C[C@H]2Oc3ccc(NC(=O)c4ccncc4)cc3C(=O)N([C@H](C)CO)C[C@H]2C)cc1 | 0.7 | 23 | -2 | -17
C[C@@H]1CN([C@@H](C)CO)S(=O)(=O)c2ccc(/C=C/c3ccccc3)cc2O[C@@H]1CN(C)C(=O)c1cccnc1 | -2.6 | -13 | 3 | 28
COc1ccc(NC(=O)Nc2cccc3c2O[C@@H](CN(C)C(=O)Nc2ccc(C(F)(F)F)cc2)[C@@H](C)CN([C@H](C)CO)C3=O)cc1 | 6.3 | -9 | -3 | 49
CCCNC(=O)Nc1ccc2c(c1)C(=O)N(C)[C@H]1CC[C@H](CC(=O)Nc3ccccc3F)O[C@@H]1CO2 | -1.1 | -12 | 7 | -27
CCCNC(=O)N1CC2(CN(C(=O)CN(C)C)C2)c2c(n(C)c3cc(OC)ccc23)[C@H]1CO | x | 33 | 3 | x
C[C@@H]1CN([C@@H](C)CO)C(=O)Cc2cc(NC(=O)Nc3ccccc3)ccc2O[C@H]1CN(C)S(C)(=O)=O | -0.6 | 9 | 1 | x
CCCNC(=O)N1[C@@H]2CN(C(=O)CC)c3ccccc3[C@@H]2[C@@H]1CO | -0.8 | 8 | 2 | 28
C[C@@H]1CN([C@H](C)CO)C(=O)c2ccccc2-c2ccccc2CO[C@@H]1CN(C)Cc1ccncc1 | 0.4 | 17 | 2 | 73
C[C@H](CO)N1C[C@H](C)[C@H](CN(C)S(C)(=O)=O)Oc2ccc(NC(=O)Cc3cn(C)c4ccccc34)cc2CC1=O | 0.7 | 3 | -1 | 47
CCCNC(=O)Nc1ccc2c(c1)C(=O)N(C)C[C@@H](OC)[C@H](C)CN(C(=O)C1CCCC1)[C@H](C)CO2 | 0.2 | x | x | 13
O=C(c1ccccc1)N1C[C@H]2[C@@H](c3ccccc31)[C@@H](CO)N2C(=O)c1cccc(F)c1 | 1.5 | -16 | 6 | -15
C[C@H]1CN([C@@H](C)CO)C(=O)c2cc(-c3ccccc3F)cnc2O[C@@H]1CN(C)C(=O)c1cnccn1 | 0.5 | 15 | -3 | x
O=C(C[C@@H]1CC[C@H]2[C@@H](COC[C@@H](O)CN2Cc2cccc(F)c2)O1)NCC1CCCCC1 | 3.2 | -3 | -17 | -26
C[C@H]1CN([C@@H](C)CO)C(=O)c2cccc(NC(=O)CCCCCC(=O)Nc3ccccc3N)c2O[C@H]1CN(C)Cc1ccncc1 | -0.2 | 23 | 2 | x
COc1ccccc1NC(=O)N1CCCCN2[C@H](CO)[C@H](c3ccc(-c4ccccc4)cc3)[C@H]2C1 | x | -53 | 60 | 108*
CCCC#Cc1ccc([C@H]2[C@@H](CO)N3CCCCN(S(C)(=O)=O)C[C@H]23)cc1 | -0.3 | -2 | -13 | 66
CCC(=O)Nc1ccc2c(c1)OC[C@@H](C)N(C(=O)C1CC1)C[C@H](C)[C@@H](OC)CN(C)C2=O | 0.1 | 1 | -2 | 4
CCCNC(=O)N(C)C[C@@H]1Oc2ncc(-c3ccc(F)cc3)cc2C(=O)N([C@@H](C)CO)C[C@H]1C | -1.3 | 14 | 8 | x
COc1ccc(S(=O)(=O)Nc2ccc3c(c2)C(=O)N([C@@H](C)CO)C[C@H](C)[C@@H](CN(C)S(=O)(=O)c2ccc(F)cc2)OCCCC[C@H](C)O3)cc1 | -1.3 | -74 | 7 | 85
C[C@H]1CN([C@@H](C)CO)S(=O)(=O)c2ccc(-c3ccc(C#N)cc3)cc2O[C@H]1CN(C)C(=O)C1CC1 | -1.6 | -33 | 1 | 38

Three entries picked at random from the list so far, as already listed:
Molecule | GASC1 inh | Pf Dd2 inh | C diff HTS | Tcruzi prolif
C[C@H](CO)N1C[C@H](C)[C@H](CN(C)S(C)(=O)=O)Oc2ccc(NC(=O)Cc3cn(C)c4ccccc34)cc2CC1=O | 0.7 | 3 | -1 | 47
COc1ccc(S(=O)(=O)Nc2ccc3c(c2)C(=O)N([C@@H](C)CO)C[C@H](C)[C@@H](CN(C)S(=O)(=O)c2ccc(F)cc2)OCCCC[C@H](C)O3)cc1 | -1.3 | -74 | 7 | 85
C[C@@H]1CN([C@@H](C)CO)S(=O)(=O)c2ccc(/C=C/c3ccccc3)cc2O[C@@H]1CN(C)C(=O)c1cccnc1 | -2.6 | -13 | 3 | 28

The results go on.
Molecule | GASC1 inh | Pf Dd2 inh | C diff HTS | Tcruzi prolif
CCCNC(=O)Nc1ccc2c(c1)OC[C@@H](C)N(C(=O)C1CCC1)C[C@H](C)[C@@H](OC)CN(C)C2=O | 1.4 | x | x | 6
CCCNC(=O)N1CC2(C1)CN(C(=O)CC)[C@H](CO)c1[nH]c3cc(OC)ccc3c12 | -0.8 | 23 | -5 | x
CC(=O)N[C@@H]1CC[C@@H](CCNC(=O)C2CCCC2)O[C@H]1CO | -2.4 | -2 | -1 | x
Cc1noc(C)c1NC(=O)Nc1cccc2c1O[C@@H](CN(C)C(=O)Nc1cccc3ccccc13)[C@@H](C)CN([C@H](C)CO)C2=O | 1.6 | -6 | 2 | -25
C[C@H](CO)N1C[C@H](C)[C@H](CN(C)Cc2ccc(Cl)c(Cl)c2)OCCCC[C@H](C)Oc2ccc(NC(=O)Nc3ccccc3)cc2C1=O | 0.1 | 1 | 24 | 69
C[C@H](NC(=O)C[C@@H]1C=C[C@@H](NC(=O)CN2CCOCC2)[C@H](CO)O1)c1ccccc1 | -1.0 | 20 | x | -8
C[C@H](CO)N1C[C@H](C)[C@H](CN(C)CC2CC2)OCCCC[C@H](C)Oc2ccc(NS(=O)(=O)c3cccs3)cc2C1=O | -0.2 | -9 | -2 | 38
Cc1noc(C)c1NC(=O)Nc1ccc2c(c1)C(=O)N([C@H](C)CO)C[C@H](C)[C@H](CN(C)S(=O)(=O)c1c(C)noc1C)OCCCC[C@@H](C)O2 | -2.3 | 41 | -6 | 33
C[C@H]1CN([C@@H](C)CO)C(=O)c2cccc(NC(=O)Nc3ccc(F)cc3)c2O[C@H]1CN(C)CC1CC1 | 0.5 | -8 | 2 | x
C[C@@H]1CN([C@H](C)CO)C(=O)c2cc(Br)cnc2O[C@H]1CN(C)C(=O)Nc1ccccc1F | -0.5 | 18 | 1 | x
C[C@H]1CN([C@@H](C)CO)C(=O)c2cccc(NC(=O)Nc3ccccc3)c2O[C@H]1CN(C)C(=O)Nc1ccccc1 | 1.4 | 19 | -5 | 7
C[C@H](CO)N1C[C@H](C)[C@H](CN(C)C(=O)Nc2ccccc2)OCCCC[C@H](C)Oc2ccc(NS(=O)(=O)c3ccc(Cl)cc3)cc2C1=O | 79* | -56 | 6 | 124*
CCN1[C@H](C(=O)Nc2ccccc2)[C@@H](CO)[C@@H]2Cn3c(ccc(-c4ccccc4)c3=O)[C@@H]21 | 5.9 | -9 | 4 | 71
CCCN(C[C@@H]1N[C@@H](CO)[C@H]1c1ccc(-c2cccnc2)cc1)C(C)=O | -0.4 | 1&5 | 1&0 | 10&-3
CO[C@@H]1CN(C)C(=O)c2cc(NC(=O)C3CCC3)ccc2OC[C@@H](C)N(Cc2ccccn2)C[C@@H]1C | -1.5 | -54 | 6 | 19
COc1ccc(-c2ccc([C@@H]3[C@@H](CO)N(C(=O)NC4CCCC4)[C@H]3C#N)cc2)cc1 | -2.3 | -34 | 8 | u
COc1ccc(S(=O)(=O)Nc2ccc3c(c2)CC(=O)N([C@H](C)CO)C[C@H](C)[C@H](CN(C)S(=O)(=O)c2ccc(F)cc2)O3)cc1 | 6.2 | -75 | 18 | 19
O=C(NC[C@H]1N[C@H](CO)[C@@H]1c1ccc(C2=CCCC2)cc1)c1ccccc1 | -1.2 | -4 | 23 | 87
COc1ccc(-c2ccc([C@H]3[C@@H](C#N)N(C(=O)NC(C)C)[C@@H]3CO)cc2)cc1 | 1.0 | -77 | -31 | 89
CC(C)NC(=O)N(C)C[C@H]1Oc2ccc(NS(=O)(=O)c3cn(C)cn3)cc2CC(=O)N([C@H](C)CO)C[C@H]1C | -0.8 | 5 | 2 | 12
Cc1noc(C)c1S(=O)(=O)Nc1ccc2c(c1)CC(=O)N([C@H](C)CO)C[C@H](C)[C@@H](CN(C)S(C)(=O)=O)O2 | 4.0 | 16 | 5 | -1
C[C@@H]1CN([C@H](C)CO)C(=O)c2cc(C#Cc3cccc(F)c3)cnc2O[C@@H]1CN(C)C(=O)C1CC1 | -1.9 | -38 | 0 | 36
CCCN(C)C[C@H]1OCCCC[C@H](C)Oc2ccc(NC(=O)c3ccccc3)cc2C(=O)N([C@@H](C)CO)C[C@H]1C | -1.2 | -8 | -1 | 48
C[C@@H]1CCCCO[C@H](CN(C)C(=O)Nc2ccccc2)[C@H](C)CN([C@@H](C)CO)C(=O)c2cc(NS(=O)(=O)c3cccs3)ccc2O1 | -0.3 | x | -5 | 66
CC(C)NC(=O)Nc1cccc2c1O[C@@H](CN(C)S(=O)(=O)c1ccc(F)cc1)[C@H](C)CN([C@@H](C)CO)C2=O | 4.9 | -12 | 3 | 50

Molecule | GASC1 inh | Pf Dd2 inh | C diff HTS | Tcruzi prolif
c1cncc(-c2ccc([C@@H]3[C@H]4CNC[C@@H]3N4CC3CCOCC3)cc2)c1 | 8.6 | 61 | -13 | x
O=C(NCC(F)(F)F)[C@@H]1[C@@H](CO)[C@@H]2Cn3c(cccc3=O)[C@H]1N2CC1CC1 | -0.2 | 6 | -10 | 37
COc1ccc(S(=O)(=O)N(C)C[C@H]2OCCCC[C@@H](C)Oc3ccc(NC(=O)Nc4cccc5ccccc45)cc3C(=O)N([C@H](C)CO)C[C@@H]2C)cc1 | -5.6 | -40 | 3 | 57
O=S(=O)(c1ccc(F)cc1)N1CCCCN2[C@H](CO)[C@@H](c3ccc(-c4ccccc4F)cc3)[C@@H]2C1 | x | 0 | -3 | 93
O=C(c1ccc(F)cc1)N1CCCCN2[C@H](C1)[C@@H](c1ccc(/C=C/c3ccccc3)cc1)[C@@H]2CO | -0.7 | -18 | 7 | 99*
CC(C)NC(=O)N[C@@H]1C=C[C@H](CC(=O)NCCN2CCCC2)O[C@@H]1CO | 1.2 | 20 | 3 | x
C[C@@H]1CN([C@H](C)CO)C(=O)Cc2cc(NC(=O)NC3CCCCC3)ccc2O[C@H]1CN(C)Cc1ccccc1 | 0.3 | 8 | -2 | -10
CC(C)c1cn(CC[C@H]2CC[C@@H](NC(=O)C3CC3)[C@@H](CO)O2)nn1 | -2.3 | 22 | x | 31
CCCC#Cc1ccc([C@@H]2[C@H]3CN(S(=O)(=O)Cc4ccccc4)CC(=O)N3[C@H]2CO)cc1 | -1.8 | -30 | 12 | x
CNC[C@@H]1OCc2cnnn2CCCC(=O)N([C@H](C)CO)C[C@@H]1C | -0.6 | -10 | -7 | 34
Cc1noc(C)c1NC(=O)Nc1ccc2c(c1)C(=O)N([C@H](C)CO)C[C@@H](C)[C@H](CN(C)Cc1ccc3c(c1)OCO3)OCCCC[C@H](C)O2 | 2.3 | -13 | 4 | -9
CC(C)NC(=O)Nc1ccc2c(c1)CC(=O)N([C@@H](C)CO)C[C@H](C)[C@H](CN(C)Cc1ccc(C(F)(F)F)cc1)O2 | 0.1 | -15 | 34 | x
COc1ccc(CN(C)C[C@@H]2Oc3ccc(NC(=O)Cc4ccccc4)cc3C(=O)N([C@@H](C)CO)C[C@@H]2C)cc1 | -0.3 | 4 | -11 | -13
Cc1ccc(S(=O)(=O)N(C)C[C@@H]2Oc3ncc(C#CCC(C)C)cc3C(=O)N([C@H](C)CO)C[C@@H]2C)cc1 | -0.8 | -43 | -11 | 105*

Among those listed so far, these have a thiophene ring, fused or not.
Molecule | GASC1 inh | Pf Dd2 inh | C diff HTS | Tcruzi prolif
C[C@H](CO)N1C[C@H](C)[C@H](CN(C)CC2CC2)OCCCC[C@H](C)Oc2ccc(NS(=O)(=O)c3cccs3)cc2C1=O | -0.2 | -9 | -2 | 38
C[C@@H]1CCCCO[C@H](CN(C)C(=O)Nc2ccccc2)[C@H](C)CN([C@@H](C)CO)C(=O)c2cc(NS(=O)(=O)c3cccs3)ccc2O1 | -0.3 | x | -5 | 66
